# SENP8 block-1 – human SENP8 protease inhibitors, primary screen, biochemical, fluorescence, Nedd8 protein substrate, uHTS; Sentrin-specific protease 8 (Homo sapiens), Q96LD8; recombinant SENP8; inhibition, % at 20 µM; 360,000 compounds, 0.64% hits; AID 602440, 2012; in the data active = inhibition mostly above about 40%, no sharp cut-off; inactive = mostly below about 27%
# SENP1 inh – human SENP1 catalytic domain inhibitors, primary screen, biochemical, FRET, uHTS; inhibition, % at 10 µM; Sentrin-specific protease 1 (Homo sapiens), Q9P0U3; recombinant SENP1 catalytic domain, CyPet-SUMO1-YPet FRET cleavage; 360,000 compounds, 0.21% hits;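 active = inhibition at least 30% at 10 µM, raw YFP signal under a set limit, fluorescence ratio 0.5 to 1.5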;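 note: 0% = enzyme with DMSO and 100% = no enzyme wells; some results filed as inactive read as strong as hits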
#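 Material – human SENP1 catalytic domain · Input – SENP1 enzyme, 20 pM final · Compound dosing – single concentration of 10 µM compound, 0.5% DMSO final · Timing – enzyme reaction for 50 min at room temperature, dark · Measured by – FRET fluorescence in CFP and YFP emission channels · Control set – no-enzyme wells low, DMSO-plus-enzyme wells high control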
# SENP8 block-2 – SENP8 protease inhibitors, primary screen, biochemical, luminescence; Sentrin-specific protease 8 (Homo sapiens), Q96LD8; purified SENP8, Z-RLRGG-aminoluciferin cleavage; inhibition, % at 10 µM; 330,000 compounds, 1.2% hits; AID 2540, 2010; in the data active = inhibition above about 50%
# Apaf1 inhib – inhibitors of human Apaf-1 apoptosome, primary screen, biochemical, DEVD-Rh110 fluorescence, uHTS; Apoptotic protease-activating factor 1 (Homo sapiens), O14727; reconstituted apoptosome caspase-3 activity; inhibition, % at 20 µM; 330,000 compounds, 0.71% hits; AID 489030, 2010; active = inhibition of at least 40% at 20 µM;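 note: plate controls were DMSO wells for no effect and DEVD-CHO caspase inhibitor wells for full effect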
# Target sequence (O14727 whole entry, looked up): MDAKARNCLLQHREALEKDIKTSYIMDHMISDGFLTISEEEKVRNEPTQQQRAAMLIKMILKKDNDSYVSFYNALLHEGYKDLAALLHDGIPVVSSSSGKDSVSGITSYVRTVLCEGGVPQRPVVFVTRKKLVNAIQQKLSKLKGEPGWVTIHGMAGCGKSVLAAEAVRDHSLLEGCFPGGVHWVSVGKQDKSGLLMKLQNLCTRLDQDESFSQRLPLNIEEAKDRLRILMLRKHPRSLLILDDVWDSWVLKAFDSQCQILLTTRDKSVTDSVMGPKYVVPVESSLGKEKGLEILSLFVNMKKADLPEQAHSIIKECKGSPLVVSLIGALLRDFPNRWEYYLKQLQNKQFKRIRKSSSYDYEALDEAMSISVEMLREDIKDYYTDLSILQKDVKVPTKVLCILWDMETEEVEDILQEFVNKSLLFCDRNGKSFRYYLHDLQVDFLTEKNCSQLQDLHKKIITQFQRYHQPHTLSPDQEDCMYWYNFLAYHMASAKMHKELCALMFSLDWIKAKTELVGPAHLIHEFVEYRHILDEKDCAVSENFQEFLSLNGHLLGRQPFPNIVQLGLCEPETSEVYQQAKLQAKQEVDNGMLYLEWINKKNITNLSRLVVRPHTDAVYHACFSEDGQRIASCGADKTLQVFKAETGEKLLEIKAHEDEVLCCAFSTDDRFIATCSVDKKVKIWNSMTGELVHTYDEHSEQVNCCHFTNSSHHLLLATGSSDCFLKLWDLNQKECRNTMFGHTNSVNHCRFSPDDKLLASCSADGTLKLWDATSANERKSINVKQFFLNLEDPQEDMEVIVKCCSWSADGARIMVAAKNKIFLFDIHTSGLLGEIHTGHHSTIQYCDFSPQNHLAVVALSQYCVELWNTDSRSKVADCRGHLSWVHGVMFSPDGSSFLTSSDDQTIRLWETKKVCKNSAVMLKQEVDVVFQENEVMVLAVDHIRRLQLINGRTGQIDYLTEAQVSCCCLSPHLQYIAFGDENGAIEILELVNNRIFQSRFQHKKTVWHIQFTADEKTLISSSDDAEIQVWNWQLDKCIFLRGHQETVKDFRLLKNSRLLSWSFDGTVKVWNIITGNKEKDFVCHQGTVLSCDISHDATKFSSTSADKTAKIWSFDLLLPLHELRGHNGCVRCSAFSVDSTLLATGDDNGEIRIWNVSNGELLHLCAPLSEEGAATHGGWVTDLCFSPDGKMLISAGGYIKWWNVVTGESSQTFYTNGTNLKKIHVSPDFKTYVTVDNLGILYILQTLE
#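 Material: biochemical Apaf-1 apoptosome reconstitution. Medium: Hepes buffer, pH 7.5. Also added: cytochrome c activation, bis-DEVD rhodamine 110 substrate. Timing: 30 min compound preincubation, 50 min activation, room temperature. Measured by: rhodamine 110 fluorescence at Ex 480/Em 540 nm.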
# SENP6 inh – SENP6 protease inhibitors, primary screen, biochemical, luminescence, uHTS | Sentrin-specific protease 6 (Homo sapiens), Q9GZR1 | AID 2599, 2010 | 330,000 compounds, 1.8% hits | inhibition, % at 10 µM | Recombinant SENP6 catalytic domain, aminoluciferin luminescence;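 active = inhibition above about 50% at the single tested dose, limit read from the data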;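 note: plate controls were DMSO wells with enzyme for no effect and DMSO wells lacking enzyme for full effect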
# UBC13 polyUb – UBC13 polyubiquitin chain formation inhibitors, primary screen, biochemical, TR-FRET, uHTS. Ubiquitin-conjugating enzyme E2 N (Homo sapiens), P61088. inhibition, % at 20 µM. 330,000 compounds, 0.47% hits; in the data active = inhibition above about 45%, passing the limit was not always enough
# SENP7 block – SENP7 protease inhibitors, primary screen, biochemical, luminescence, uHTS; Sentrin-specific protease 7 (Homo sapiens), Q9BQF6; recombinant SENP7, Z-RLRGG-aminoluciferin luminescence, 40 min; inhibition, % at 5 µM; 330,000 compounds, 1.5% hits;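 active = inhibition above about 50% at the single test dose, limit read from the data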;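 note: plate controls were DMSO with enzyme for no effect and no enzyme buffer wells for full effect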
# APOBEC3G inh – APOBEC3G DNA deaminase inhibitors, primary screen, biochemical, fluorescence, single-stranded DNA substrate, uHTS. DNA dC->dU-editing enzyme APOBEC-3G (Homo sapiens), Q9HC16. recombinant A3G, ssDNA deamination FAM/TAMRA fluorescence. inhibition, % at 20 µM. 330,000 compounds, 0.28% hits;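 active = inhibition of at least 40% at 20 µM, with no more than 30% in the related APOBEC3A deaminase screen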;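 note: plate controls were DMSO wells with A3G for no effect and wells lacking A3G enzyme for full effect; some compounds called inactive have numbers as strong as hits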
# Numbers without * were called inactive.
SMILES,SENP8 block-1,SENP1 inh,SENP8 block-2,Apaf1 inhib,SENP6 inh,UBC13 polyUb,SENP7 block,APOBEC3G inh
Cn1c(=O)c2c(nc(CN3CCN(C(=O)c4ccco4)CC3)n2CCCc2ccccc2)n(C)c1=O,8,-9,-10,11,-16,-4,7,-1
COc1ccc(NC(=O)COC(=O)CCNS(=O)(=O)c2ccccc2)cc1OC,15,2,-5,-1,-8,-8,-4,-3
CCOc1cc(C(=S)N2CCOCC2)ccc1OC(=O)/C=C/c1ccc(OC)c(OC)c1,1,6,-6,14,-18,-3,4,0
CCOc1ccc(OCCSc2ccc(S(=O)(=O)N3CCN(C)CC3)cn2)cc1,17,-4,-16,55*,-17,37,-7,-5
COc1ccc(OC)c(S(=O)(=O)Nc2cccc(F)c2)c1,5,1,5,-11,12,20,10,-5
CCN1CCN(C2=C(NS(=O)(=O)c3ccc(Br)cc3)C(=O)c3ccccc3C2=O)CC1,27,-18,43,88*,64*,-101,42,8
CON(C)S(=O)(=O)c1cccc(C(=O)NC2CCSc3ccccc32)c1 (configuration not stated),11,0,9,6,-7,4,-5,-9
NC(=O)C1(NC(=O)[C@@H]2CC3(CC(c4cccc(NC(=O)[C@@H]5CCC(=O)N5)c4)=NO3)CN2C(=O)Cc2ccc(C(F)(F)F)cc2)CC1 (some centres not stated),-3,3,-3,15,10,-4,3,12
CCOC(=O)C(=O)N(CC)C1CCS(=O)(=O)C1 (configuration not stated),26,2,0,-11,-8,1,-1,2
CN1/C(=C\C=C2/SC(=S)N(CC(=O)O)C2=O)C(C)(C)c2ccccc21,35,96,12,21,8,-315,-7,-84
CC(C)(C)N(Cc1ccccc1)C(=O)COC(=O)[C@@H]1CCCN1C(=O)c1cccs1,0,2,-8,1,7,-3,-11,-8
CCCCCc1cc(=O)oc2c(C(CCN3CCCC(C)C3)c3cc(OC)c(OC)c(OC)c3)c(OC)cc(OC)c12 (configuration not stated),-88,-3,5,60*,-18,67*,-3,-7
CC(C)(CSc1nncn1N)NS(=O)(=O)c1ccc(Cl)cc1,8,4,0,-4,-15,3,-7,-7
CC(C)C(NC(=O)c1ccc([N+](=O)[O-])cc1Cl)C(=O)N1CCCC1 (configuration not stated),14,1,-7,4,-11,0,-4,2
Cc1cc(C)c2c(N)c(-c3nc4ccccc4[nH]3)sc2n1,-485,6,-4,0,-8,1,1,-4
CC(=O)OCCc1c(C)nc2nc[nH]n2c1=O,10,1,4,-2,2,-4,12,2
Cc1ccc2nc(N/N=C\c3ccc([N+](=O)[O-])o3)nc(-c3ccccc3)c2c1,18,-20,1,17,-17,-143,-1,-1
S=c1[nH]nc(-c2n[nH]c3c2CCC3)n1/N=C/C=C/c1ccccc1,22,1,-1,-13,-5,-12,-2,27
C=CCn1c(NCc2ccccc2O)nc2ccccc21,29,1,-8,2,-5,12,-4,-6
C=CCNC(=O)c1c(Cl)nc(C)c([N+](=O)[O-])c1C,24,1,-9,4,-11,-6,-10,-6
CCCn1c2ccccc2c2nnc(SCC(=O)Nc3ncccn3)nc21,18,3,-4,12,-12,-22,10,-1
COc1cc(C=O)ccc1OCCSc1ccc(C)cc1,24,3,-8,11,-8,-19,5,-7
COc1cc(NC(=O)c2ccc(-c3cccc([N+](=O)[O-])c3)o2)ccc1NC(=O)C(C)C,11,-1,1,10,-3,-8,-1,3
CC(C)(C)c1csc(NC(=O)c2cccnc2Cl)n1,9,-2,-15,14,-10,-6,-13,-5
CC(C)CSc1oc(-c2ccco2)nc1S(=O)(=O)c1ccccc1,-4,-4,0,14,-15,3,3,-3

# Next section:
SMILES,SENP8 block-1,SENP1 inh,SENP8 block-2,Apaf1 inhib,SENP6 inh,UBC13 polyUb,SENP7 block,APOBEC3G inh
Cc1cc(C(=O)CSC(C)c2nc3ccccc3c(=O)[nH]2)c(C)n1C (configuration not stated),14,1,-6,-7,-8,6,-2,-3
Cc1nnc(-c2cnn(C)c2N)n1Cc1cccc(Cl)c1,37,3,1,-8,6,0,-1,0
CC(=O)c1c(C)oc2ccc(N(C(=O)c3ccncc3)S(=O)(=O)c3ccccc3)cc12,14,-3,-12,0,0,-2,-2,-9
OCCN1CCN(CC(O)COc2ccc(Cl)cc2)CC1 (configuration not stated),36,0,-1,-7,-5,3,2,1
COc1ccc(C(=O)NC2CC2)cc1OC1CCN(Cc2cc(C)c(C)cc2C)CC1,11,1,-5,-3,-12,13,-8,-7
Cn1c(C2CCCCC2)nc2cc(N)ccc21,-10,2,-2,-1,7,-9,-14,-2
COc1cc(C2C(C(=O)c3ccco3)=C(O)C(=O)N2CC2CCCO2)ccc1O (configuration not stated),2,0,-1,5,-14,-2,9,-11
O=S(=O)(c1ccccc1)N1CCN(S(=O)(=O)c2ccc(F)cc2)CC1,5,1,0,-2,3,8,3,-6
CCN(CC)C(=S)Nc1ccc(OC)cc1,15,-1,-6,6,4,-9,1,-9
O=[N+]([O-])c1ccccc1/C=C/CN1CCN(Cc2ccc3c(c2)OCO3)CC1,5,1,-9,-2,-8,-2,13,-4
Cc1cccc(CNC(=O)CC2C(=O)NCCN2C2CCCC2)c1 (configuration not stated),9,-3,-1,-4,5,-1,-6,-5
O=C(NCc1ccccn1)c1ccc(Br)s1,6,-4,3,-2,6,-4,18,4
CCOC(=O)CCNC(=O)N1CCCC(N(C)CCc2ccc(OC)c(OC)c2)C1 (configuration not stated),22,-1,-4,-9,-17,-4,-11,-2
Cc1cc(NC(=O)COC(=O)CNC(=O)c2cccs2)c([N+](=O)[O-])cc1C,4,2,-8,4,-7,-8,17,6
CCCCn1cnc2c([nH]c3ccccc32)c1=O,-11,2,2,0,-10,11,-8,-1
COc1cccc(NC(=O)CN(C)C(=O)C(C)Sc2ccccc2)c1 (configuration not stated),14,3,8,2,0,-2,-6,-3
C=CCn1c(SCc2cccc(F)c2)nc2cc(C(=O)N3CCC(C(N)=O)CC3)ccc2c1=O,21,1,-10,7,6,29,0,-4
COc1ccccc1CNS(=O)(=O)c1c(C(=O)N2CCCC2)c(C)n(C)c1C,4,0,-7,-2,-5,-3,8,-2
O=C(Nc1ccccc1Oc1ccccc1)C1=COCCO1,8,0,5,2,0,-1,-3,-6
CCOC(=O)c1cc(C#N)c(SCC(=O)c2cc(C#N)c(SC)nc2C)nc1C,-26,-21,7,-5,12,0,-4,-9
O=C(COc1ccc([N+](=O)[O-])cc1)Nc1ccc(S(=O)(=O)N2CCOCC2)cc1,10,0,2,2,-11,-3,5,-7
O=C1CN(C(=O)c2ccc(Br)o2)C(c2ccccc2)c2cc(Cl)ccc2N1 (configuration not stated),12,3,-6,21,-4,2,-18,-7
CCCc1c(C(=O)NNc2cccc(Cl)c2)cnn1-c1ccccc1,15,1,-4,2,-5,8,1,-8
CN(Cc1nc(-c2ccncc2)no1)S(=O)(=O)c1ccc(Cl)cc1,12,0,-1,-13,-17,18,4,-6
COc1cc(S(=O)(=O)NC(Cc2c[nH]c3ccccc23)C(=O)O)ccc1NC(C)=O (configuration not stated),10,1,-10,-3,6,-9,-5,-11

# Entries above containing fluorine:
SMILES,SENP8 block-1,SENP1 inh,SENP8 block-2,Apaf1 inhib,SENP6 inh,UBC13 polyUb,SENP7 block,APOBEC3G inh
COc1ccc(OC)c(S(=O)(=O)Nc2cccc(F)c2)c1,5,1,5,-11,12,20,10,-5
NC(=O)C1(NC(=O)[C@@H]2CC3(CC(c4cccc(NC(=O)[C@@H]5CCC(=O)N5)c4)=NO3)CN2C(=O)Cc2ccc(C(F)(F)F)cc2)CC1 (some centres not stated),-3,3,-3,15,10,-4,3,12
O=S(=O)(c1ccccc1)N1CCN(S(=O)(=O)c2ccc(F)cc2)CC1,5,1,0,-2,3,8,3,-6
C=CCn1c(SCc2cccc(F)c2)nc2cc(C(=O)N3CCC(C(N)=O)CC3)ccc2c1=O,21,1,-10,7,6,29,0,-4

# The list goes on.
SMILES,SENP8 block-1,SENP1 inh,SENP8 block-2,Apaf1 inhib,SENP6 inh,UBC13 polyUb,SENP7 block,APOBEC3G inh
COc1ccc(-c2nnn(CC(=O)N(CCCN3CCOCC3)C(C(=O)NC3CCCC3)c3ccc(C)o3)n2)cc1 (configuration not stated),-1,3,-3,-2,-26,-1,-3,-8
CCc1c(-c2ccccc2)nc(N)c(C#N)c1-c1cccs1,-117,1,1,12,1,-2,-2,-5
CCOC(=O)N1CCN(C(=O)c2ccc3nc(N4CCC(C)CC4)sc3c2)CC1,-1,-1,-7,14,-8,-11,1,-2
S=c1[nH]nc(Cc2c[nH]c3ccccc23)o1,0,1,-5,-13,-9,-4,-18,5
CCCCn1c(=O)c(-[n+]2ccccc2)c([O-])c2ccccc21,-133,2,7,-22,-1,-1,4,-6
COc1ccc(NC(=O)CSc2ccc3nnc(-c4ccccn4)n3n2)cc1OC,14,2,-5,-5,-4,6,2,-4
CC(=O)c1cccc(NC(=O)c2cnn(-c3ccccc3)c2C)c1,8,1,6,0,-10,0,6,4
Cc1ccc(Nc2nc3ccccc3c(=O)[nH]2)cc1C,-57,-2,-20,7,-9,-3,-13,-10
CC(=O)c1cccc(OCc2cc(C(=O)N(C)Cc3cnccn3)no2)c1,-7,-2,-5,4,0,-1,-5,-6
Cn1c(N=NC(=O)c2ccccc2)c(O)c2ccccc21,24,1,41,16,70*,-361,49,3
C/C(=N/Nc1ccc(Cl)cc1)c1cnnc(-c2ccccc2)n1,31,9,5,17,20,-17,9,1
O=C(Cn1cnc2ccccc2c1=O)c1ccc(Br)cc1,10,2,-14,10,-24,2,-1,-9
CC1CCCN(c2ccc(F)cc2N)C1 (configuration not stated),0,3,0,5,2,-1,7,-1
COc1ccc(N=C2SC(C(=O)O)CC(=O)N2C)cc1 (configuration not stated),16,1,-4,0,-3,-11,-6,-2
O=C(CSc1nnc(CNC(=O)c2c(F)cccc2Cl)o1)NCc1ccccc1,22,4,-9,-1,-12,-1,-17,-7
C/C(=N\NC(=O)C(NC(=O)c1ccccc1)C(C)C)c1ccccc1 (configuration not stated),12,3,-7,0,0,-2,-4,-9
CCCCC(=O)Nc1ccc2c3c(cccc13)CC2,-105,-8,-7,8,0,-10,-7,-3
NCCN1CCN(CC(=O)N2c3ccccc3C(=O)Nc3cccnc32)CC1,24,2,-7,-1,-15,3,-9,-5
COc1cccc(CNn2cnnc2)c1OCc1ccc(F)cc1,0,-1,-7,-2,-4,7,-1,-2
[O-]/[N+](=C/c1cccnc1)c1ccc(Br)cc1,20,3,6,8,32,-19,17,-2
O=C(NCc1ccco1)c1sc2cc(Cl)ccc2c1Cl,20,-9,1,5,-13,0,0,-5
CC1CC1C(=O)N(C)CC(=O)Nc1ccc(Cl)c(C(F)(F)F)c1 (configuration not stated),5,2,-1,4,-10,5,15,-2
O=C(C[n+]1ccn(CCCNP2(=O)C=C(c3ccccc3)OC(c3ccccc3)=C2)c1)c1cccs1,19,1,-1,22,-10,16,-16,-1
COC(=O)c1ccccc1NC(=O)C12CCC(C)(C(=O)O1)C2(C)C (configuration not stated),8,0,26,-11,15,3,4,-5
Cc1ccc(-n2nc3c(c2NC(=O)C2CC2)CS(=O)(=O)C3)cc1,20,0,10,13,-6,-5,-5,4
COc1ccc(NC(=O)c2c(SC)nsc2SC)cc1,11,-2,-3,2,-11,14,6,-10
O=C(N=c1ccn(-c2nc3ccccc3nc2NS(=O)(=O)c2ccccc2)cc1)c1ccccc1Cl,-59,-26,10,13,-7,0,-1,-9

# Screening data as filed in PubChem BioAssay.
